Furin inh = human furin inhibitors, primary screen, biochemical, fluorescence intensity; P09958; purified furin, fluorogenic substrate cleavage; inhibition, % at 30 µM; 220,000 compounds, 0.061% hits; AID 463115, 2010; in the data active = inhibition above about 25%; also: inactives centre near -15
Target sequence (P09958 108-714 limits assumed): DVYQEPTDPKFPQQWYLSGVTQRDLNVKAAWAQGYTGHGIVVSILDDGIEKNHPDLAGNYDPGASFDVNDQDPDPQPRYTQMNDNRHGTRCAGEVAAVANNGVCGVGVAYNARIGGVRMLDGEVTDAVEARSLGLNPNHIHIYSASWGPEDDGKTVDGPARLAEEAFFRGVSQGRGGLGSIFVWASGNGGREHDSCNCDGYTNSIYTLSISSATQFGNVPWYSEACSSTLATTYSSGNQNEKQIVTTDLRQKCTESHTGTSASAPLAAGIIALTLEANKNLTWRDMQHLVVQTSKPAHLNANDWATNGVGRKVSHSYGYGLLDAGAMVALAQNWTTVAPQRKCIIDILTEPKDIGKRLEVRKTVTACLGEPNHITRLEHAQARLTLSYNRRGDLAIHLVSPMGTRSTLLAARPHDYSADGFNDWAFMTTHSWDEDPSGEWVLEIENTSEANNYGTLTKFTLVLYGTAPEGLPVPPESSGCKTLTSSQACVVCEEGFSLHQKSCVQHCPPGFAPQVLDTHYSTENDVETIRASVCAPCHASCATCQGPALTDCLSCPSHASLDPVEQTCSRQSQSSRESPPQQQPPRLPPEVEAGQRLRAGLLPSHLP
thrombin 1536 = human alpha-thrombin inhibitors, primary screen, counter-screen for coagulation protease inhibitor project, biochemical, 1536-well, fluorogenic AMC substrate. inhibition, % at 5 µM. Prothrombin (Homo sapiens), P00734. 220,000 compounds, 0.26% hits. Boc-VPR-AMC fluorogenic substrate cleavage;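 active = inhibition at or above 40%; inactive = inhibition below 40%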;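 also: 0% = enzyme with no compound and 100% = wells without enzyme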
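System: human alpha-thrombin protein; Compound dosing: one concentration per compound, 5 µM, with 0.2% DMSO; Timing: reaction at room temperature; Technique: AMC fluorescence, 355/460 nm; Controls: enzyme without compound as high, wells lacking enzyme as low.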
EBV gp42 block = Epstein-Barr virus gp42 inhibitors, primary screen, biochemical, uHTS, fluorescence polarization | Glycoprotein 42 (Epstein-Barr virus (strain AG876)), Q1HVG2 | Fluorescence polarization binding assay, mP read-out | inhibition, % (tested at 21.74 µM) | 220,000 compounds, 0.42% hits; in the data active = inhibition above about 50%
Rad51 HR inh = human RAD51 strand exchange inhibitors, primary screen, biochemical, fluorescence | AID 1385, 2008 | DNA repair protein RAD51 homolog 1 (Homo sapiens), Q06609 | inhibition, % at 10 µM | hRad51 DNA strand exchange, fluorescence dequenching | 200,000 compounds, 0.085% hits;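 active = inhibition above 40% at the single screening dose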;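 also: 0% = DMSO control wells and 100% = blanks with heterologous ssDNA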
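System: hRad51 filaments on single-stranded DNA; reagent: Fluorescein- and BHQ1-tagged 47-mer duplex; compound dosing: one concentration, 10 µM final; timing: filaments 15 min 37 °C, then compound 30 min; measured by: fluorescein emission 520 nm, excitation 485 nm; benchmarks: per-plate controls and blanks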
eIF4E-4G inh = eIF4E–eIF4G protein interaction inhibitors, primary screen, biochemical, uHTS, TR-FRET, eIF4GI fragment; Eukaryotic translation initiation factor 4E (Mus musculus) + Eukaryotic translation …; TR-FRET eIF4E-eIF4GI(517-606) binding, 2 h; inhibition, % at 21.7 µM; 220,000 compounds, 0.37% hits;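 also: 0% = full FRET control wells and 100% = background wells lacking eIF4GI fragment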
Cl transport mod = KCC2 cotransporter modulators, thallium flux, primary screen, cell-based, HEK293 KCC2, FluoZin-2 fluorescence, MLSMR; KCC2 cells, thallium flux FluoZin-2 fluorescence; B-score of Tl+ flux slope (higher = more flux/activation; lower = inhibition) at 10 µM; 190,000 compounds, 2.2% hits; AID 1456, 2008;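 active = thallium flux slope and its plate-corrected score both differing from the plate sample mean at a set confidence after two filtering rounds, in either direction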;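 also: slope of fluorescence scaled to starting intensity during 10 to 20 s after thallium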
hK5 inh = human KLK5 protease inhibitors, primary screen, biochemical, 1536-well | 210,000 compounds, 0.59% hits | inhibition, % at 5 µM | recombinant hK5, fluorogenic AMC substrate cleavage;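 active = inhibition of 40% or more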;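 also: 0% = enzyme controls without compound and 100% = no-enzyme blanks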
NCF1 inh = p47phox/p22phox peptide binding inhibitors, primary screen, biochemical, uHTS, NADPH oxidase regulatory subunit. 220,000 compounds, 0.53% hits. inhibition, % at 24.7 µM. AID 1274, 2008. Neutrophil cytosol factor 1 (Homo sapiens), P14598. fluorescence polarization, 2 h;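 also: 0% = p47phox with labelled peptide and 100% = labelled peptide alone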
14-3-3 Bad PPI = inhibitors of 14-3-3 zeta/Bad binding, primary screen, biochemical, TR-FRET, bovine 14-3-3 zeta | 14-3-3 protein zeta/delta (Bos taurus), P63103 | TR-FRET 14-3-3zeta/Dy647-pBad peptide displacement, 1 h | inhibition, % at 21.7 µM | 220,000 compounds, 0.71% hits;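 active = inhibition above about 70%, limit read from the data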;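 also: 0% = full 14-3-3 plus peptide FRET controls and 100% = background without 14-3-3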
Target sequence (P63103 whole entry, looked up): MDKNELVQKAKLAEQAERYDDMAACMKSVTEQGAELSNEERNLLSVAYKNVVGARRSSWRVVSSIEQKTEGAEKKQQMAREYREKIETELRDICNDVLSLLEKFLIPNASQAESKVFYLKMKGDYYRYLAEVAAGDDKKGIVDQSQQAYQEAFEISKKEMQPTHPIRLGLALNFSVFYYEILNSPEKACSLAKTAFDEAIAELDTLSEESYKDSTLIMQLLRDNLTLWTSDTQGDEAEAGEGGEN
Starred values were filed as active, the others as inactive; nt = no result given; [ ] = another dose, or the depositor's remark.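 The calls were made as follows, unless noted: active = inhibition above about 30% (limit read from the data); inactive = the rest.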 No enrichment for hits; overall some 4.7% were active at least once.

Keys – A = Furin inh; B = thrombin 1536; C = EBV gp42 block; D = Rad51 HR inh; E = eIF4E-4G inh; F = Cl transport mod; G = hK5 inh; H = NCF1 inh; I = 14-3-3 Bad PPI
(1) C=CCNC(=O)c1oc2ccc(S(=O)(=O)N(CC)CC)cc2c1C
  A = -14; B = 5; C = -15; D = nt; E = -2; F = 1.5; G = 2; H = 0; I = -10
(2) O=C1CCCc2[nH]nc(-c3cccnc3)c21
  A = -6[20 µM]; B = 5; C = -12; D = -7; E = -5[fluorescence artefact?]; F = 0.57; G = 10; H = -5; I = 8[fluorescence artefact?]
(3) C[N+](C)(C)C(Cc1ccccc1)C(=O)[O-] (stereo unspecified)
  A = -2; B = 2; C = -11; D = 8; E = -17; F = 0.79; G = 1; H = -4; I = 8
(4) Cc1ccc(-n2cc(C(=O)c3ccc(F)cc3)nn2)cc1Cl
  A = -10[20 µM]; B = 7; C = -15; D = nt; E = -28[fluorescence artefact?]; F = nt; G = -4; H = 7; I = 1[fluorescence artefact?]
(5) Cc1cc(C)cc(Nc2cnn(C34CC5CC(CC(CC(=O)O)(C5)C3)C4)c(=O)c2Cl)c1
  A = -16[20 µM]; B = -2; C = -8; D = -4; E = -10; F = -0.19; G = 0; H = -15; I = 1
(6) C=CCC(=O)N1CCCC(CCC(=O)NCc2ccccc2F)C1 (stereo unspecified)
  A = -28; B = -2; C = -8; D = -2; E = -1; F = -0.028; G = -3; H = 2; I = -11
(7) COc1ccc(C2C(C#N)=C(N)OC3=C2C(=O)CC(C)(C)C3)cc1 (stereo unspecified)
  A = -21; B = 9; C = -7; D = 4; E = -3; F = 0.02; G = -4; H = -2; I = -7
(8) CC(=O)N1CCN(c2ccc(NCc3ccc4c(c3)OCO4)cc2)CC1
  A = -12[20 µM]; B = -3; C = -13; D = 0; E = 1; F = 0.34; G = -1; H = 4; I = 2
(9) Cc1nc2ccccc2c(=O)n1/N=C/c1ccco1
  A = -26; B = 1; C = 5; D = 6; E = 0; F = -0.19; G = 3; H = 2; I = -4
(10) COc1ccc(OCC(=O)OCC(=O)NCc2ccc(F)cc2)cc1
  A = -14; B = 5; C = -21; D = -7; E = -9; F = -0.34; G = 1; H = 4; I = 3
(11) CCOC(=O)C1(CCCc2ccccc2)CCN(C(=O)COC)CC1
  A = -9; B = -7; C = 3; D = 8; E = 0; F = -0.55; G = -1; H = -3; I = -4
(12) Cc1nn(Cc2ccc(Cl)cc2)c(C)c1NC(=O)c1ccc([N+](=O)[O-])cc1
  A = -15; B = 2; C = 2; D = -2; E = -1; F = -1.3; G = -6; H = -9; I = -2
(13) O=C(CCl)NCc1cc(-c2ccc(Cl)cc2)no1
  A = -18; B = 2; C = -2; D = 15; E = 1; F = -0.56; G = 6; H = -4; I = -2
(14) COc1ccc(C2CC(=O)C3=C(C2)Nc2ccccc2N(C(=O)CCC(=O)O)C3c2ccc(F)cc2)cc1 (stereo unspecified)
  A = -8; B = -2; C = -20; D = 21; E = 0; F = nt; G = 0; H = -6; I = -9
(15) Cc1cc(C(=O)COC(=O)C2CC2)c(C)n1-c1ccc(F)cc1
  A = -6; B = -11; C = -12; D = -11; E = -2; F = -0.8; G = -6; H = -8; I = -10
(16) Cc1noc(C)c1CSc1ncnc2sc3c(c12)CCC3
  A = -19; B = 22; C = 6; D = 0; E = -3[fluorescence artefact?]; F = 0.85; G = 19; H = 6; I = 4
(17) Cc1ccccc1NC(=S)Nc1ccc2cn[nH]c2c1
  A = 2; B = 9; C = 1; D = -5; E = 1; F = -0.6; G = 3; H = -4; I = 0
(18) CCOC(=O)c1c(NC(=O)Cn2nc(C(=O)O)c3ccccc3c2=O)sc(C)c1C
  A = -28; B = -1; C = -13; D = -17; E = -5; F = -0.3; G = -1; H = -40; I = -8
(19) CC1CCCCC1NC(=O)/C(C#N)=C/c1ccccc1F (stereo unspecified)
  A = -14; B = -5; C = -12; D = -5; E = -3[fluorescence artefact?]; F = 0.12; G = -7; H = -11; I = -12[fluorescence artefact?]
(20) Cc1ccc(C(=O)OCn2ncc(Cl)c(Cl)c2=O)cc1
  A = -6[20 µM]; B = -2; C = -9; D = 0; E = -7; F = nt; G = 19; H = 1; I = -5
(21) O=C(NCCc1c[nH]c2ccccc12)c1cc2sccc2n1Cc1ccccc1
  A = -7[20 µM]; B = 0; C = 0; D = -1; E = 6; F = -0.016; G = -12; H = -7; I = 23
(22) COC(=O)C(C)(C)ONC(=O)Nc1ccccc1[N+](=O)[O-]
  A = -6; B = -1; C = -8; D = -6; E = 3; F = 0.042; G = -2; H = 4; I = 3
(23) COC(=O)c1[nH]c(C)c(/C(O)=C2\C(=O)C(=O)N(CCN(C)C)C2c2ccco2)c1C (stereo unspecified)
  A = -4; B = 15; C = 4; D = 3; E = -2; F = 1.2; G = 33; H = -12; I = -8
(24) O=C(O)CCC(NC(=O)C(Cc1ccc2c(c1)OCO2)NC(=O)c1ccccc1)C(=O)O (stereo unspecified)
  A = -25[20 µM]; B = -5; C = -12; D = 2; E = 1; F = nt; G = -29; H = -19; I = -2
(25) C/C(=N\OCC(=O)N/N=C/c1ccc(C)cc1O)c1cccs1
  A = -22[20 µM]; B = 7; C = -8; D = -4; E = 3; F = -0.8; G = -31; H = -7; I = -5[fluorescence artefact?]

Only 14-3-3 Bad PPI, for some of the entries so far:
cpd | mol | 14-3-3 Bad PPI
3 | C[N+](C)(C)C(Cc1ccccc1)C(=O)[O-] (stereo unspecified) | 8
4 | Cc1ccc(-n2cc(C(=O)c3ccc(F)cc3)nn2)cc1Cl | 1[fluorescence artefact?]
5 | Cc1cc(C)cc(Nc2cnn(C34CC5CC(CC(CC(=O)O)(C5)C3)C4)c(=O)c2Cl)c1 | 1

Back to the main list with the two entries that preceded the break.
Keys – A = Furin inh; B = thrombin 1536; C = EBV gp42 block; D = Rad51 HR inh; E = eIF4E-4G inh; F = Cl transport mod; G = hK5 inh; H = NCF1 inh; I = 14-3-3 Bad PPI
(24) O=C(O)CCC(NC(=O)C(Cc1ccc2c(c1)OCO2)NC(=O)c1ccccc1)C(=O)O (stereo unspecified)
  A = -25[20 µM]; B = -5; C = -12; D = 2; E = 1; F = nt; G = -29; H = -19; I = -2
(25) C/C(=N\OCC(=O)N/N=C/c1ccc(C)cc1O)c1cccs1
  A = -22[20 µM]; B = 7; C = -8; D = -4; E = 3; F = -0.8; G = -31; H = -7; I = -5[fluorescence artefact?]
(26) S=c1[nH]nc(Cn2nnc3ccccc32)n1-c1ccccc1
  A = -13; B = 1; C = -11; D = -18; E = 1; F = -0.5; G = -1; H = 8; I = -4
(27) Cc1ccc(C(=O)C[n+]2ccc3ccccc3c2)cc1
  A = -3; B = -2; C = 6; D = 0; E = 3; F = 0.88; G = -4; H = 6; I = 13
(28) OC(c1cccnc1)c1cccs1 (stereo unspecified)
  A = -9; B = -7; C = -10; D = 3; E = 4; F = 1.6; G = 2; H = -5; I = 18
(29) CCOC(=O)/C(C#N)=C1/SC(CC)C(=O)N1c1ccc(C)cc1 (stereo unspecified)
  A = -23; B = -1; C = -2; D = 12; E = 5; F = -0.13; G = 2; H = -4; I = -12
(30) Cc1ccc(/C=C/C(=O)O)cc1S(=O)(=O)Nc1ccc2c(c1)OCO2
  A = -22; B = -6; C = -3; D = 0; E = -4; F = -0.6; G = 5; H = 3; I = -9
(31) CCCCCCNS(=O)(=O)c1ccc(Cl)s1
  A = -13[20 µM]; B = -4; C = -13; D = -5; E = 1; F = 1.6; G = -23; H = -3; I = -3
(32) Clc1ccc2nc3c4ccccc4cnn3c2c1
  A = -18; B = 2; C = -3; D = 7; E = -16; F = -0.67; G = -19; H = -2; I = 46
(33) Cc1ccc(S(=O)(=O)NCC(=O)N/N=C/c2ccc(Cl)cc2)cc1
  A = -2; B = -9; C = -3; D = -4; E = 6; F = -0.25; G = -19; H = -6; I = -11
(34) Cn1c(SCc2nc3cc(C(=O)O)ccc3c(=O)[nH]2)nnc1C(F)(F)F
  A = -29; B = 3; C = -1; D = -4; E = -6; F = 1.2; G = -16; H = -8; I = -3
(35) c1cc2c(cc1-c1csc(NNC3=NCCCCC3)n1)OCCO2
  A = -20; B = 8; C = -23; D = -16; E = -4; F = 3.6*; G = -3; H = -11; I = -11
(36) O=C(Nc1ccc(-c2nnc3n2CCCCC3)cc1)c1ccco1
  A = -21; B = 2; C = 2; D = 21; E = -11; F = 0.57; G = 11; H = 1; I = 23[fluorescence artefact?]
(37) CCOc1cc(C(=O)NCc2nnc(SCC(=O)OC)n2C)cc(OCC)c1OCC
  A = -12; B = 6; C = -11; D = nt; E = -1[fluorescence artefact?]; F = -0.4; G = 3; H = 5; I = -4
(38) COc1ccc(NC(=S)N(CCCN2CCCCCC2)Cc2cccs2)cc1
  A = -14; B = -2; C = 0; D = 4; E = -3; F = 0.16; G = -5; H = -7; I = -2
(39) Cc1cc(=O)cc(C)n1-c1ccc(Br)cc1
  A = -29; B = -6; C = 5; D = 0; E = 2; F = 1.2; G = -16; H = -10; I = 1
(40) COC(=O)c1ccc(COc2ccccc2/C=N/NC(=O)c2cccnc2)cc1
  A = -7; B = -15; C = -4; D = 18; E = 3; F = -1.5; G = -8; H = -36; I = -8
(41) O=C(CSC1=NCCS1)Nc1nc2c(s1)CCCC2
  A = -16; B = 1; C = -3; D = 0; E = -2; F = 0.23; G = -5; H = -15; I = 4
(42) CC(NC(=S)Nc1c(Br)cccc1OC(F)F)C(C)(C)C (stereo unspecified)
  A = -10; B = -9; C = -14; D = 1; E = -5; F = 2.1; G = -16; H = -8; I = -4
(43) O=C(COC(=O)CSc1cc(Cl)ccc1Cl)Nc1ncc(C(F)(F)F)cc1Cl
  A = -16; B = 5; C = 1; D = -7; E = -1; F = 0.28; G = -13; H = -24; I = 13[fluorescence artefact?]
(44) CCn1c(SCC(N)=O)nnc1-c1ccc(S(=O)(=O)N2CCN(C)CC2)cc1
  A = 0[20 µM]; B = 0; C = 1; D = -1; E = -1; F = 3.7*; G = -24; H = 0; I = 3
(45) O=C(Nc1ccc(SC(F)F)cc1)C1=COCCO1
  A = -20[20 µM]; B = 2; C = -23; D = -2; E = 1[fluorescence artefact?]; F = -0.81; G = 2; H = -12; I = 4
(46) COC(=O)CN(c1ccccn1)S(=O)(=O)c1ccccc1
  A = -23; B = -6; C = -8; D = 4; E = -5; F = -0.64; G = 0; H = 18; I = -1
(47) COC(=O)CCn1nc(-c2ccc(Cl)cc2)c2ccccc2c1=O
  A = -22; B = -16; C = -11; D = 7; E = 6; F = -1.8; G = 0; H = -5; I = -3
